Screening results: PubChem, several laboratories
TRPC4 agonist = activators of mouse TRPC4 channel, primary screen, Fluo4 calcium, HEK293 TRPC4beta/mu-opioid cells; Short transient receptor potential channel 4 (Mus musculus), Q9QUQ5; Fluo4 calcium fluorescence; stronger effect = higher value; B-score at 10 µM; 310,000 tested, 0.49% active; AID 2237, 2010;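 active means B-score above 5 SD of library B-scores, and initial fluorescence ratio not above library mean plus 5 SD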;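 further: positive B-score marks a calcium rise read as TRPC4 activation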
Target sequence (Q9QUQ5 whole entry, looked up): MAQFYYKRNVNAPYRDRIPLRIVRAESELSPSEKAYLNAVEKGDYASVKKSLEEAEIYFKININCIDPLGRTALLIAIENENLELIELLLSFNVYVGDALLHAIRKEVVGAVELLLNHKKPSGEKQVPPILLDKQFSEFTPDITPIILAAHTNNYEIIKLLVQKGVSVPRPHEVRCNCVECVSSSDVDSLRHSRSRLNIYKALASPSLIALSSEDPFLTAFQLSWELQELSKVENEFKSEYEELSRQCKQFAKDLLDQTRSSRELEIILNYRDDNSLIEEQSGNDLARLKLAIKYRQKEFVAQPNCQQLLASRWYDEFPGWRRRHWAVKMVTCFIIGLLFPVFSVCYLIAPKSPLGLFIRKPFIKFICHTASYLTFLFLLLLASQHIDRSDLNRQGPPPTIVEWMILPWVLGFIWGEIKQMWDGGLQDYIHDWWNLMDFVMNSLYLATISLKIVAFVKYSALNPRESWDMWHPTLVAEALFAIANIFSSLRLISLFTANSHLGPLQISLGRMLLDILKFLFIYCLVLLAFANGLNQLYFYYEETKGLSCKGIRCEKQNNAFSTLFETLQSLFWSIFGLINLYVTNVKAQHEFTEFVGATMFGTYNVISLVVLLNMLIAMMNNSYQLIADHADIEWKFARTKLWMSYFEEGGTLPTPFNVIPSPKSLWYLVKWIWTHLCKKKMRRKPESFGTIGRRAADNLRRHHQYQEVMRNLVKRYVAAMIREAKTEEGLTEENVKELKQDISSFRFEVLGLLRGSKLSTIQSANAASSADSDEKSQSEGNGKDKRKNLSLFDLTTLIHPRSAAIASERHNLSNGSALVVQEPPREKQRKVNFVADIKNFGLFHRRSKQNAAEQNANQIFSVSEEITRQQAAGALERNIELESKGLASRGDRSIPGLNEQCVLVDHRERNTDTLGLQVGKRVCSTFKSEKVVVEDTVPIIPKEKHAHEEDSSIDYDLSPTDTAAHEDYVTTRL
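System – HEK293 cells stably co-expressing mouse TRPC4beta and mu-opioid receptor · Signal – Fluo4 calcium-sensitive dye fluorescence, kinetic, 1 Hz baseline · Benchmarks – buffer (low) and maximal DAMGO (high) · Read-out – B score of integrated fluorescence ratio per well · Incubation – dye loading 45 min room temperature, 110 s kinetic read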
aSyn UTR inh = MLPCN primary screen, SNCA 5' untranslated region | inhibition, % (tested at 7.5 µM) | alpha-synuclein 5'UTR reporter, inhibitor activity | 300,000 tested, 0.82% active; in the data active means inhibition above about 60%;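 further: H4 neuroglioblastoma cells stably carrying SNCA 5'UTR luciferase fusion; 0% = DMSO wells and 100% = positive control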
TRPC6 inhibitor = mouse TRPC6 channel inhibitors, primary screen, cell-based, HEK293, membrane potential dye; ACh-evoked depolarization; stronger effect = lower value; AID 2553, 2010; Short transient receptor potential channel 6 (Mus musculus), Q61143; B-score at 10 µM; 310,000 tested, 1.1% active;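 active means B-score under library mean minus 3 SD, initial fluorescence not abnormally high, positive integrated signal ratio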;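 further: B-score derived from integrated fluorescence ratio over the kinetic read; more negative B-score means stronger inhibition of depolarization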
MrgX1 antag = antagonists of human MrgX1 receptor, primary screen, HEK293 cells, Fluo-4 calcium flux | Mas-related G-protein coupled receptor member X1 (Homo sapiens), Q96LB2 | BAM8-22 antagonism; stronger effect = lower value | B-score at 10 µM | 310,000 tested, 1.3% active;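 active means calcium-response B-score plate-corrected more than 3 library SD below zero, starting fluorescence within 5 deviations, no agonist response on first addition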;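 further: peak minus trough fluorescence over baseline after final BAM8-22 challenge near maximal dose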
HIF act = HIF pathway transcriptional activators, primary screen, cell-based, U2OS HRE-luciferase, luminescence; U2OS HRE-luciferase reporter; normalized: DMSO 0%, desferrioxamine 100%; activation, % at 7.5 µM (by protocol); 300,000 tested, 0.32% active;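 active means mean activation of at least 10% of the iron chelator positive control signal, with at least half of replicates also reaching 10%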
TRPC4 PAM = positive allosteric modulators of TRPC4, primary screen, cell-based, mouse TRPC4beta, HEK293 mu-opioid, Fluo-4 calcium | Short transient receptor potential channel 4 (Mus musculus), Q9QUQ5 | DAMGO EC20, Fluo-4 Ca2+ flux; stronger effect = higher value | B-score at 10 µM | 310,000 tested, 0.42% active | AID 2227, 2009;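 active means B-score of calcium response area above 5 SD of library B-scores, with initial fluorescence ratio within 5 SD of library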;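 further: B-score of integrated fluorescence ratio over time as area under calcium response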
SKKanGAS inh = S. pyogenes SKKanGAS growth inhibitors in kanamycin, primary screen, streptokinase expression inhibitor project, SKKanGAS strain, BacTiter-Glo luminescence; 6 h; inhibition, % at 7.5 µM; 300,000 tested, 1.3% active; AID 1662, 2009;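 active means mean replicate score, as percent of positive control median, at least 50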;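 further: strain carries kanamycin resistance gene driven by streptokinase promoter and grows in 40 µg/ml kanamycin; loss of luminescence reflects streptokinase promoter inhibition or plain growth inhibition; 0% = median of DMSO wells and 100% = positive control at its reference dose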
KLF5 inh = KLF5 expression inhibitors, primary screen, DLD-1 cells, luminescence. DLD-1 KLF5 promoter-luciferase reporter. inhibition, % at 5 µM. 290,000 tested, 0.23% active. AID 1700, 2009;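 active means inhibition above a per-plate limit of that plate's mean compound inhibition plus 3 SD, cut at about 60% in these data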;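 further: 0% = DMSO wells and 100% = LY294002 at 200 µM; higher means less KLF5 promoter-driven luciferase light; inactives centre near -14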
TRPC4 block = inhibitors of mouse TRPC4 channel, primary screen, Fluo4 calcium, HEK293 TRPC4beta/mu-opioid cells; B-score at 10 µM; DAMGO-evoked Fluo4 calcium flux; stronger effect = lower value; 300,000 tested, 0.39% active;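 active means B-score over 3 SD under the library average, no early fluorescence shift, positive overall ratio signal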
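Test system – stable TRPC4beta/mu-opioid receptor HEK293 cells · Probe or stimulus – DAMGO, a submaximal dose followed by a maximal one · Dosing – one concentration per compound · Signal – Fluo4 calcium fluorescence by kinetic imaging, 5 s 1 Hz baseline · Evaluation – per-well B score of integrated baseline-normalized Fluo4 ratio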
IEC-6 cytotox = cytotoxicity in IEC-6 intestinal epithelial cells, primary screen, cytotoxicity control for KLF5 inhibitor project, cell-based, luminescence; IEC-6 cytotoxicity, luminescence viability; inhibition, % at 5 µM; 290,000 tested, 0.78% active; in the data active means inhibition above about 22%;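 further: 0% = plate median of test compound wells and 100% = cytotoxic reference compound wells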
TRPC6 act = mouse TRPC6 channel activators, primary screen, cell-based, HEK293, membrane potential dye; 310,000 tested, 0.13% active; AID 2550, 2010; B-score at 10 µM; HEK293-TRPC6 membrane potential dye fluorescence; stronger effect = higher value;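 active means B-score of the integrated fluorescence ratio above library mean plus 3 SD, and starting fluorescence ratio within library mean plus 5 SD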;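 further: higher score means more depolarization so channel activation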
* hit, by the source's call; i = inactive; / = not tested or not shown. Random draw from the library, and some 5.8% of all compounds hit somewhere here.

SMILES	TRPC4 agonist	aSyn UTR inh	TRPC6 inhibitor	MrgX1 antag	HIF act	TRPC4 PAM	SKKanGAS inh	KLF5 inh	TRPC4 block	IEC-6 cytotox	TRPC6 act
CC(NCc1ccncc1)C12CC3CC(CC(C3)C1)C2 (stereo unspecified)	i	-1	i	i	-0.1	i	6	-53	i	-2	i
CC(NC(=O)C12CC3CC(CC(C3)C1)C2)C(=O)N/N=C/C1=C(N2CCOCC2)C(=C\c2cccc([N+](=O)[O-])c2)/CC1 (stereo unspecified)	i	13	i	i	-0.1	i	23	-3	i	2	i
Cc1cc(C(=O)Nc2nnc(C3CCCCC3)s2)no1	i	-63	i	i	0.8	i	0	-15	i	4	i
COc1ccc(OC)c(NC(=O)c2c(NC(=O)c3ccco3)sc3c2CCC3)c1	i	16	i	/	0.4	i	0	-3	i	-5	i
CCCCN1C(=O)C(=O)N(CC(=O)Nc2ccccc2C(=O)OCC)C1=O	i	10	i	i	-0.7	i	-6	-17	i	-4	i
CC(=O)c1ccc(-n2c(CCC(=O)O)ccc2-c2ccc(Cl)cc2)cc1	i	6	i	i	-1.3	i	4	-16	i	2	i
CCOC(=O)c1ccccc1NC(=O)c1cc(S(=O)(=O)N2CCOCC2)ccc1F	i	15	i	i	-0.6	i	14	-4	i	8	i
CC(C)(C)c1cc(S(=O)(=O)CCc2ccccn2)cc(C(C)(C)C)c1F	i	33	i	i	-0.7	i	-1	5	i	1	i
CCOC(=O)C1CCN(C(=O)c2cc3cc4ccc(OC)cc4nc3o2)CC1	i	12	i	i	0.1	i	6	-87	i	4	i
CCOC(=O)N1CCN(C(=O)c2ccc3c(c2)N=C(CC)c2cc(C)ccc2S3)CC1	i	5	i	i	-0.2	i	9	-25	i	4	i
Cc1ccc2nc(SCC(=O)NCc3ccccc3Cl)nc(=O)n2c1	i	8	i	i	-0.1	i	-9	/	i	/	i
N#Cc1c2c(c[nH]c1=O)CCN2Cc1ccccc1	i	-3	i	i	-0.2	i	5	7	i	6	i
CCOC(=O)N1CCN(C(=O)CN2C(=O)CC(C)(C)S(=O)(=O)c3ccccc32)CC1	i	1	i	i	-0.2	i	-8	-17	i	-8	i
NC(=O)CSc1nc2c(sc(=S)n2-c2ccccc2)c(=O)[nH]1	i	11	i	i	0.4	i	-5	-21	i	3	i
O=C(Nc1ccc2oc(-c3ccccc3F)nc2c1)c1ccc([N+](=O)[O-])o1	i	-142	i	i	0.0	i	3	-51	i	5	i
COc1ccc(S(=O)(=O)N(C)CC(=O)Nc2cccc(C(C)=O)c2)cc1Cl	i	32	i	i	0.2	i	4	-5	i	-1	i
CC(C)(C)N1CC23CCC(C[C@@H]2C1=O)O3 (stereo partly specified)	i	3	i	i	-1.5	i	10	/	i	/	i
COc1ccc(C(=O)CSc2nccn2C)cc1	i	-80	i	i	3.4	i	-1	-63	i	-1	i
COc1ccccc1NC(=S)N(CCCN1CCOCC1)Cc1cccs1	i	11	i	i	-0.2	i	3	-12	i	8	i
O=C(NCc1cccnc1)c1c[nH]c2cc3c(cc2c1=O)OCCO3	i	-123	i	i	2.1	i	-2	-63	i	9	i
CC1CCCCC1NC(=O)CN(C)S(=O)(=O)c1cccc2cccnc12 (stereo unspecified)	i	20	i	i	-0.1	i	-3	10	i	8	i
CCOc1ccc(C2/C(=C(\O)c3cccc(OC)c3)C(=O)C(=O)N2c2cc(C)on2)cc1OC (stereo unspecified)	i	2	i	i	-0.3	i	6	-19	i	2	i
Cc1nnc(NC(=O)CS(=O)(=O)Cc2ccccc2)s1	i	-1	i	/	0.6	i	1	-28	i	0	i
COc1cccc(NC(=O)CSc2nc3ncc(Br)cc3[nH]2)c1	i	9	i	i	-0.2	i	-3	-34	i	1	i
Cc1cc(NC(=O)NCC(F)(F)F)no1	i	3	i	i	0.0	i	5	-14	i	-3	i
CC(=O)c1cccc(N(CC(=O)Nc2ccccc2F)S(C)(=O)=O)c1	i	5	i	i	0.0	i	-9	-5	i	-6	i
CCc1c(C)sc(NC(=O)c2cccs2)c1C(=O)OC(C)C	i	-2	i	i	-0.3	i	31	-8	i	2	i
CC1CCN(C(=O)c2ccc3c(c2)NC(=O)/C(=C/c2ccccc2)S3)CC1	i	-29	i	i	-0.4	i	76*	-12	i	3	i
O=C(c1scc2c1CCCC2)N1CCCCC1	i	11	i	i	3.2	i	-2	-18	i	1	i
Cc1cccc(NS(=O)(=O)c2cccc(C(=O)NCCCN3CCOCC3)c2)c1	i	0	i	i	1.3	i	-5	/	i	/	i
CCCn1c(=NC(=O)c2ccco2)c(C(=O)OCC)cc2c(=O)n3ccccc3nc21	i	14	i	i	0.4	i	8	-34	i	1	i
CCCOc1c(Cl)cc(/C=N/O)cc1OCC	i	7	i	i	0.5	i	-16	-13	i	6	i
COC(=O)CSc1nnc(CNC(=O)c2cccs2)n1-c1cccc(C)c1	i	9	i	/	-0.7	i	-1	-8	i	5	i
Cc1nc2ccccc2nc1CN1CCN(Cc2ccc(F)c(F)c2)C(CCO)C1 (stereo unspecified)	i	-20	i	i	-0.2	i	1	-27	i	-4	i
O=C(N/N=C/c1ccc(Cl)cc1)c1nc2ccc([N+](=O)[O-])cc2c(=O)[nH]1	i	14	i	i	-0.6	i	10	-7	i	-2	i
Cc1ccsc1CNC1CCCCC1	i	-5	i	i	0.0	i	4	-18	i	-6	i
Cc1cccc(NC(=O)Nc2ccc(S(N)(=O)=O)cc2)c1	i	13	i	i	0.3	i	-5	-47	i	2	i
CCNC(=O)C1CC(=O)N(c2ccc(Br)cc2)C1 (stereo unspecified)	i	-22	i	i	0.2	i	7	16	i	3	i
Cc1onc(-c2ccccc2)c1-c1csc(N/N=C/c2ccccc2Cl)n1	i	/	i	i	/	i	1	16	i	1	i
Cc1csc(SCC(=O)Nc2cc(S(=O)(=O)N3CCOCC3)ccc2N2CCOCC2)n1	i	-13	i	i	-0.8	i	-1	-7	i	-6	i
CC(C)CC(=O)Nc1nnc(CSCc2ccc(F)cc2)s1	i	24	i	i	0.9	i	5	-40	i	4	i
COCCCNC(=O)C1CCN(C(=O)c2cc3sccc3n2Cc2ccc(F)cc2)CC1	i	-9	i	i	/	i	2	-37	i	-3	i
CCCCN1CC(=O)N2[C@H](c3ccc(Cl)cc3)[C@@H]3C(=O)N(CC)C(=O)[C@@H]3[C@]2(Cc2ccccc2)C1=O	i	12	i	i	0.1	i	3	-4	i	-1	i
O=C(Nc1cccc(O)c1)c1cccc(S(=O)(=O)N2CCCCCC2)c1	i	-85	i	/	3.9	i	-3	-33	i	1	i
Cc1cc(=O)n2[nH]c(SCc3ccc(Cl)cc3)nc2n1	i	-6	i	i	0.6	i	1	2	i	6	i
COc1ccccc1-n1c(C)nc2cc(C(=O)NCc3ccc4c(c3)OCO4)ccc21	i	-9	i	i	0.6	i	6	-29	i	-7	i
O=C(Nc1ccccn1)Nc1ccccc1Cl	i	-131	i	i	2.3	i	-4	-114	i	-1	i
O=C(NCc1ccccc1)C1=C[C@@H](c2ccc(Br)cc2)C[C@@H](OCc2ccc(CO)cc2)O1	i	18	i	i	0.2	i	17	-5	i	3	i
COc1ccc(CCNC(=O)c2c(N)no[n+]2[O-])cc1OC	i	-17	i	i	0.1	i	-1	-22	i	2	i
Cc1ccc(C(C)C)c(OCCNC(=O)c2ccccc2O)c1	i	8	i	i	-0.8	i	15	-3	i	4	i
CCCCNC(=O)C(=O)N/N=C/c1ccc(C(=O)OC)cc1	i	18	i	i	-0.4	i	-2	-4	i	-2	i
Cc1cc2ccccc2n1CCNC(=O)C(C)C	i	-9	i	i	0.2	i	-5	-39	i	-5	i
CCOC(=O)c1ccc(NC(=O)CCC(=O)OC)cc1	i	13	i	i	0.4	i	-3	-20	i	7	i
Cc1nn(CCCC(=O)NCc2ccccc2)c(=O)c2nccn12	i	-3	i	i	-0.4	i	6	-13	i	-2	i
Cc1ccccc1NC(=O)/C(=C\c1cccs1)NC(=O)c1ccco1	i	-30	i	i	0.3	i	-1	5	i	6	i
NC(=NC(=O)c1ccc(Cl)cc1)N1N=CCC1c1ccccc1 (stereo unspecified)	i	-22	i	i	-0.9	i	-2	-16	i	-3	i
CCSc1cc(C)nc2c(-c3ccc(Cl)cc3)c(C)nn12	i	16	i	i	-1.6	i	0	-24	i	-1	i
COc1ccc(-n2c(=S)[nH]c3ccccc3c2=S)cc1	i	2	i	i	-26	i	10	-22	i	2	i
Cc1nn2c(NCCN(C)C)c3c(nc2c1-c1ccccc1)CCC3	i	-12	i	i	0.5	i	6	0	i	25*	i
Cc1ccc(C(=O)N[C@H](C(=O)Nc2cc(Cl)cc(Cl)c2)C(C)C)cc1	i	21	i	i	-0.4	i	-13	-9	i	-2	i
Continued:
SMILES	TRPC4 agonist	aSyn UTR inh	TRPC6 inhibitor	MrgX1 antag	HIF act	TRPC4 PAM	SKKanGAS inh	KLF5 inh	TRPC4 block	IEC-6 cytotox	TRPC6 act
CC1=C(C#N)c2nc(N)c(C#N)c(C)c2/C1=C\c1ccc(-c2ccccc2C(=O)O)o1	i	1	i	/	0.0	i	8	-1	i	-16	i
Cc1c(C(=O)NN)nn(-c2ccc(Cl)cc2)c(=O)c1C#N	i	/	i	i	/	i	/	25	i	2	i
CC(OC(=O)CNC(=O)c1ccc(Cl)c([N+](=O)[O-])c1)C(=O)NCc1ccco1 (stereo unspecified)	i	-25	i	i	0.0	i	-7	/	i	/	i
COCCNC(=O)c1cc(-c2cccc(OC)c2)on1	i	-85	i	i	1.9	i	-17	-120	i	4	i
COCCCNC(=O)Cn1nnc(-c2ccc(NC(=O)c3ccccc3F)cc2)n1	i	-95	i	i	1.9	i	4	-7	i	0	i
COc1ccc(S(=O)(=O)NNC(=O)C2CC(c3cccnc3)=NO2)cc1 (stereo unspecified)	i	-5	i	i	-0.1	i	/	-7	i	-7	i
